# Compound activity from PubChem BioAssay.
# T cell modulator: modulates CD8 T cell binding to vesicles; calls only at 7 µM; actives 0.068% (n = 330,000); 2C CD8+ T cell-vesicle binding, flow cytometry; hits give low values; AID 2052;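 active means response, share of CD8 T cells binding vesicles, and their 90th percentile fluorescence all below set limits, cut at about 80% in these data, passing the limit was not always enough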
#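 material = purified 2C TCR transgenic mouse naive CD8+ T cells | controls = Unloaded micro-vesicles (low), QL9 vesicles with 0.7% DMSO (high) | detection = cytometric PE anti-B7-1 and Alexa647 anti-CD8 signals after 1% paraformaldehyde fixation | incubation = binding step 1.5 h, 37 °C, antibody labelling 20 min, ice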
# Lipid droplet: hepatic lipid droplet formation modulation; actives 0.4% (n = 240,000); AML12 mouse hepatocytes, oleate lipid droplets, BODIPY imaging; inhibition, % at 6.5 µM;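 active means lipid droplet intensity inhibited by at least 50%, with more than 500 cells counted; inconclusive means wells with under 300 cells, treated as cytotoxic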
#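 Material – AML12 mouse liver cells · Also added – oleate loading, 100 µM · Compound dosing – 6.5 µM single-point dosing · Times – overnight treatment with compound plus oleate · Measured by – fluorescence imaging, 20x objective, two fields per well · Read-out – percent inhibition of filter-corrected integrated lipid droplet intensity per well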
# Autophagy HCS: alters autophagy in cells | MEF GFP-LC3 puncta imaging; test concentration mostly 10 µM | calls only at 10 µM (by protocol) | actives 0.98% (n = 190,000) | AID 463193;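 active means percentage of spot-positive cells more than 3 SD above its plate mean, without a fluorescence outlier flag or 80% toxicity; inconclusive means no clear call, values can overlap the other calls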;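 further: spot-positive cell cutoff set from DMSO-treated cells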
# PMI inhibitors: inhibitors of human PMI, primary screen, biochemical, fluorescence intensity, coupled assay (AID 1209) | actives 0.42% (n = 190,000) | purified PMI enzyme, coupled fluorescence intensity; higher % means a stronger effect | inhibition, % at 20 µM, or IC50 in µM where a hit was titrated;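 further: plate controls were DMSO vehicle for no effect and wells lacking substrate for full effect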
# TNAP activators: stimulation of alkaline phosphatase TNAP activity – biochemical, luminescent, no phosphate acceptor, uHTS, primary screen (AID 1001); purified TNAP, luminescent activation assay, no phosphate acceptor; higher activation fold means a stronger effect; one-dose activation fold at 20 µM; EC50 in µM for titrated hits; actives 0.03% (n = 200,000); in the data active means activation fold from about 3, or a potency from the dose series; inactive means the rest, 99 in 100 with activation fold below about 1.6; further: many of its hits are not listed in these tables
# b-catenin transl: alters nuclear translocation of beta-catenin in HeLa cells; nuclear translocation activity, % at 5 µM; actives 0.3% (n = 190,000); immunofluorescence imaging;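 active means nuclear translocation activity above 50% at 5 µM, with a well cell count of 50 or more; inconclusive means wells under 50 cells across six images, flagged as toxic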;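 further: per-cell ratio of nuclear to cytoplasmic median beta-catenin stain intensity; plate controls were DMSO negative control for no effect and GSK-3 inhibitor IX positive control for full effect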
#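 assay system = human HeLa cells, endogenous beta-catenin | times = compound treatment 24 h, 37°C, 5% CO2 | detection = Anti-beta-catenin immunofluorescence on PFA-fixed, Triton-permeabilized cells, DAPI nuclei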
# human PMI inhibitors: human PMI inhibitors, high substrate, primary screen, biochemical, fluorescence intensity, high mannose 6-phosphate (AID 1220); recombinant PMI enzyme, coupled fluorescence intensity; higher % means a stronger effect; inhibition, % at 20 µM; hits with a dose series show IC50 in µM; actives 0.66% (n = 190,000)
# Insulin prom up: MIN6 insulin promoter up-regulation | z-score at 5 µM | MIN6 insulin promoter-GFP reporter, high-content imaging; hits give high values | actives 0.3% (n = 190,000);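 active means z-score above 3 at 5 µM with at least 500 cells counted in the well; inconclusive means wells under 500 cells, flagged as cytotoxic or low count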
# MT stabilize HCS: microtubule stabilization, imaging screen; HeLa tubulin immunostaining HCS, 24 h; share of cells brighter than vehicle mean+2SD; % tubulin-high responders, % at 10 µM; actives 0.83% (n = 200,000);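 active means plate Z-score above 3 for both tubulin-high and condensed-nucleus cell shares, with cell loss under 80%, at 10 µM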;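 further: anti alpha tubulin signal scored within the nucleus-defined area of each cell; some results filed as inactive read as strong as hits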
# Insulin prom up cell count: also measured in Insulin prom up; calls as there; cell count; measured here: cytotoxicity, nuclei count;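 total cells summed across four imaged fields per well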
# Lipid droplet cells 6.5 µM: further read-out of Lipid droplet, marked with its call; cell count; measured here: cell count, cytotoxicity flag;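 cells counted across two imaged fields per well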
# b-catenin transl cell count 5 µM: second read-out of b-catenin transl, no call of its own (marks repeat the call); cell count; measured here: cell count, cytotoxicity flag
# T cell modulator vesicle-bound %: second read-out of T cell modulator, no call of its own (marks repeat the call); double positive events, %; measured here: CD8+ vesicle-bound cell fraction;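 binding gate set so that unloaded-vesicle control wells show 10% double positive cells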
# MT stabilize HCS Hoechst-high %: second read-out of MT stabilize HCS, no call of its own (marks repeat the call); % Hoechst-high responders; measured here: nuclear condensation Hoechst responders;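 share of cells brighter than vehicle mean plus two SD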
# MT stabilize HCS cytotoxicity %: recorded beside MT stabilize HCS, whose call it bears; toxicity, %; measured here: cytotoxicity by cell density;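 0% = mean cell density of plate MIN control wells and 100% = no cells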
# Autophagy HCS cell loss 18 h: recorded beside Autophagy HCS, whose call it bears; toxicity, %; measured here: cell loss, nuclei count;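 cell loss after 18 h compound exposure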
# * = called active by the depositor; i = inactive; ? = inconclusive; nt = not tested or not shown. Unless noted, no stated cut-off is given here; in the data, active means inhibition above about 50%; inactive means the rest. Outcome played no part in choosing rows; about 2.9% have a hit in one of these screens.
SMILES,T cell modulator,T cell modulator vesicle-bound %,Lipid droplet,Lipid droplet cells 6.5 µM,Autophagy HCS,Autophagy HCS cell loss 18 h,PMI inhibitors,TNAP activators,b-catenin transl,b-catenin transl cell count 5 µM,human PMI inhibitors,Insulin prom up,Insulin prom up cell count,MT stabilize HCS,MT stabilize HCS Hoechst-high %,MT stabilize HCS cytotoxicity %
CC(C)COC(=O)CCNc1n[nH]c(=O)[nH]c1=O,i,10.6,11.5,706,i,-5.3,6.7%,1.1,nt,nt,3.8%,0.06,1281,3.3,2.6,7.1
CCCC(CCC)C(=O)OC1C[C@H]2CC[C@@H](C1)[N+]2(C)C (stereo not given in full),i,26.2,1.3,733,i,10.4,-4.7%,1.1,nt,nt,-4.4%,nt,nt,2.3,2.0,6.2
Cc1cc(S(=O)(=O)Nc2ccc(F)cc2)c(C)s1,i,15.6,-20.9,770,i,1.6,6.8%,1.1,-2.8,1182,5.0%,0.33,852,3.7,2.7,2.5
CCCCC(=O)Nc1cc2nn(-c3ccc(OC)cc3)nc2cc1C,i,31.9,nt,nt,i,2.7,1.8%,1.1,2.6,1134,10.9%,0.13,1032,1.8,2.1,7.8
CC(C)c1nc(SCC(=O)N2CCCc3ccccc32)c2c(=O)n(C)c(=O)n(C)c2n1,i,27.2,-10.6,609,i,8.8,14.3%,1,-0.3,1070,21.2%,0.97,1917,4.5,1.4,3.9
COc1ccc(CN2CCN(CCC(C)C)C(CCO)C2)cc1Cn1cncn1 (stereo not given),i,63.7,0.5,713,i,-11.5,0.9%,1.1,1.1,1070,-4.6%,-0.1,1504,4.0,2.7,7.1
N#Cc1c(NC(=O)C2C3C=CC(C3)C2C(=O)O)sc2c1CCCCC2 (stereo not given),i,23.0,2.7,691,i,19.7,-5.4%,1.1,0.2,1480,-5.0%,0.93,1316,3.7,2.1,7.8
Cc1ccccc1NC(=O)CN1C(=O)S/C(=C\c2cccn2-c2cccc(C(=O)O)c2)C1=O,i,47.4,nt,nt,i,17.8,-2.4%,1,1.9,1333,-3.7%,-0.22,1456,4.4,1.9,2.0
Cc1cccc(NC(=O)/C(C#N)=C/c2ccc(Sc3ccccc3)o2)c1C,i,25.0,1.2,634,i,6.0,2.7%,1,2.3,473,11.4%,-0.13,1294,2.8,3.5,5.9
O=c1[nH]c(CN2CCN(c3ccccc3Cl)CC2)nc2ccsc12,i,13.3,nt,nt,i,9.2,-11.5%,1,-1.5,912,-4.4%,-0.19,1357,2.5,2.3,3.1
COc1ccc(CCNC(=O)CN(c2cccc([N+](=O)[O-])c2)S(C)(=O)=O)cc1,i,14.1,11.4,726,i,12.2,3.2%,1,-0.2,1550,-4.0%,0.16,1427,3.0,2.5,2.9
O=C(CC1NCCc2ccccc21)Nc1cccc(Cl)c1 (stereo not given),i,41.0,nt,nt,i,-3.6,0.3%,1.1,-1.9,1127,9.8%,0.14,1324,4.3,3.1,8.4
O=C(COC(=O)c1ccccc1Cl)Nc1nccs1,i,43.1,22.1,737,i,11.3,6.4%,1.1,-0.9,1037,4.5%,-0.14,1694,4.2,1.7,9.7
O=c1c(Cc2ccc(F)cc2)c(O)ccn1CCc1ccccn1,i,30.6,10.8,668,i,4.2,11.5%,1,-3.1,1056,23.6%,0.4,1526,2.3,1.4,5.7
CCN1C(=O)CSc2ccc(C(=O)OC)cc21,i,64.7,nt,nt,i,5.2,-2.3%,1.1,-2.3,502,-1.3%,1.27,1231,3.8,1.3,5.1
COc1cccc2c1C(=O)O/C2=C/c1ccc2c(c1)OCO2,i,52.0,-1.0,856,i,-6.1,8.6%,1.1,-4.1,1177,6.3%,-0.16,960,1.4,1.0,4.0
COc1ccccc1NC(=O)Nc1cccnc1,i,25.6,-3.2,743,i,-9.7,0.8%,1,1.7,913,2.5%,0.15,1645,1.2,1.6,7.7
O=C(NC(=S)NC1CC1)c1cccnc1,i,27.7,nt,nt,i,-3.0,-2.1%,1.1,1.6,1235,-8.1%,-0.1,1406,2.3,1.7,3.8
O=C(O)c1cc(/C=C/C(=O)c2cc(F)ccc2O)c2c(c1)COCO2,i,38.1,-29.5,742,nt,nt,nt,nt,-0.6,1344,nt,1,1096,nt,nt,nt
Cc1cccc(OCC(=O)Nc2cc(C)on2)c1,i,12.3,-5.4,717,i,-8.4,3.0%,1.1,0.8,1075,5.5%,nt,nt,2.6,1.9,4.6

# Reprinted at random: two records from the list, in no set order.
SMILES,T cell modulator,T cell modulator vesicle-bound %,Lipid droplet,Lipid droplet cells 6.5 µM,Autophagy HCS,Autophagy HCS cell loss 18 h,PMI inhibitors,TNAP activators,b-catenin transl,b-catenin transl cell count 5 µM,human PMI inhibitors,Insulin prom up,Insulin prom up cell count,MT stabilize HCS,MT stabilize HCS Hoechst-high %,MT stabilize HCS cytotoxicity %
Cc1cccc(OCC(=O)Nc2cc(C)on2)c1,i,12.3,-5.4,717,i,-8.4,3.0%,1.1,0.8,1075,5.5%,nt,nt,2.6,1.9,4.6
O=C(CC1NCCc2ccccc21)Nc1cccc(Cl)c1 (stereo not given),i,41.0,nt,nt,i,-3.6,0.3%,1.1,-1.9,1127,9.8%,0.14,1324,4.3,3.1,8.4

# The results go on:
SMILES,T cell modulator,T cell modulator vesicle-bound %,Lipid droplet,Lipid droplet cells 6.5 µM,Autophagy HCS,Autophagy HCS cell loss 18 h,PMI inhibitors,TNAP activators,b-catenin transl,b-catenin transl cell count 5 µM,human PMI inhibitors,Insulin prom up,Insulin prom up cell count,MT stabilize HCS,MT stabilize HCS Hoechst-high %,MT stabilize HCS cytotoxicity %
Cc1nn(Cc2ccc(F)cc2)c(C)c1NC(=O)c1cc2ncc(Br)cn2n1,i,42.1,-13.5,590,i,2.7,6.4%,1.1,-0.8,1022,9.1%,nt,nt,2.3,1.8,4.2
NC(=O)CC[C@@H]1NC(=O)[C@@H]2CCCN2C(=O)c2cc([N+](=O)[O-])cc(F)c2NCCC[C@@H](C(N)=O)NC1=O,i,20.6,-1.7,783,i,-46.4,-5.2%,1.1,-0.2,598,-1.3%,?,nt,4.3,3.3,1.6
O=C(CSc1ncn[nH]1)Nc1cccc(S(=O)(=O)N2CCCCCC2)c1,i,10.4,1.5,573,i,3.9,4.7%,1.2,0.7,1015,-0.5%,0.46,1394,1.5,1.7,3.5
Cc1ccsc1/C=N/NC(=O)CO,i,55.0,1.3,710,i,-10.9,-2.1%,1,-0.4,1528,-8.1%,-0.07,1425,2.6,1.1,7.0
CCc1ccc(N2C(=O)CN(Cc3cccs3)C2=S)cc1,i,66.6,14.2,670,i,-7.8,-3.1%,1.1,0.7,1117,-12.7%,-0.19,1212,nt,nt,nt
C/C=C/C(=O)OCC(=O)Nc1nc2ccc(C)cc2s1,i,27.8,8.1,779,i,-8.8,4.8%,1.1,nt,nt,2.7%,-1.19,908,1.5,1.3,6.8
CN1C(=O)CC(C(=O)O)SC1=Nc1cc(Cl)cc(Cl)c1 (stereo not given),i,61.7,13.0,636,i,-39.3,-13.3%,1,-4.2,539,-18.1%,1.39,1301,2.3,2.5,5.7
Cc1c(NC(=O)c2cc3c(s2)CCCC3)c(=O)n(-c2ccccc2)n1C,i,20.9,29.9,743,i,1.4,-10.1%,1,-1.8,1081,-3.7%,0.69,1686,2.9,3.1,3.9
O=[N+]([O-])c1cc(C(F)(F)F)cc([N+](=O)[O-])c1NN=C1CCCCC1,i,44.2,-12.7,595,i,-13.4,7.3%,1,-1.5,1068,24.3%,0.56,1487,5.3,2.6,7.7
COc1ccc(OC)c(C(=O)CN2C(=O)NC(C)(c3ccccc3)C2=O)c1 (stereo not given),i,10.9,nt,nt,i,8.1,-11.2%,1.1,-1.8,1262,-2.1%,-0.45,1623,1.5,1.0,3.6
O=C(CCCOc1ccc(Cl)cc1Cl)NNC(=O)c1ccc(NC(=O)c2ccccc2)cc1,i,13.8,2.2,620,i,-4.7,-4.1%,1.1,8.2,488,4.7%,0.24,1321,2.2,1.6,8.5
CC(=O)c1ccc(OC(=O)C(CCS(C)(=O)=O)N2C(=O)c3ccccc3C2=O)cc1 (stereo not given),i,51.1,17.7,746,i,3.4,3.3%,1,nt,nt,2.6%,1.21,925,2.4,2.0,4.3
O=C(Nc1ccc2[nH]ccc2c1)c1ccccc1,i,11.3,2.2,746,nt,nt,nt,nt,0.0,1276,nt,-1.1,1036,nt,nt,nt
O=C(Cn1c(=O)sc2ccccc21)Nc1ccc(S(=O)(=O)N2CCCC2)cc1,i,25.7,3.2,666,i,22.7,19.3%,1,-2.6,1030,16.6%,1.05,1818,4.1,3.4,2.2
Cc1ccccc1NC(=S)N=Nc1c(O)n(C)c2ccc(S(=O)(=O)N3CCOCC3)cc12,i,41.7,-4.9,778,i,0.1,17.3%,0.8,1.6,501,34.8%,-1.95,779,3.6,4.8,7.4
CCOC(=O)c1ccccc1NC(=O)CSc1nnc(C(C)C)n1CC,i,49.0,-8.3,767,i,2.8,7.3%,1,-6.7,1024,5.7%,0.23,1249,3.0,2.1,4.5
Cc1occc1C(=O)NNC(=O)Cc1ccccc1,i,26.3,nt,nt,i,8.4,-8.9%,1.1,nt,nt,-8.0%,nt,nt,2.5,2.1,6.3
Nc1nc(SCC(=O)O)[nH]c(=O)c1NC(=O)c1ccccc1F,i,39.1,-8.8,698,i,7.4,-31.2%,1.1,-1.8,1084,-23.4%,-0.36,1209,1.5,1.0,2.6
O=S1(=O)N=CN(Cc2cccc(F)c2)c2ccccc21,i,36.5,nt,nt,i,16.5,0.8%,1.1,-2.1,988,5.3%,0.1,1498,2.0,2.4,11.6
COc1ccccc1C(=O)O/N=C(/C)c1ccc(N2C(=O)C3CCCCC3C2=O)cc1 (stereo not given),i,29.5,nt,nt,i,9.8,-21.0%,0.9,0.1,1368,-8.8%,0.09,1366,2.0,1.3,3.1
COc1cccc(NC(=S)N(CCCN2CCC(C)CC2)Cc2cccs2)c1,i,30.6,-28.0,703,i,14.5,-7.6%,1.2,-1.2,1136,-11.7%,-0.25,1291,4.2,2.8,8.6
